# RMI FANCM FP: RMI-FANCM interaction inhibition; Fluorescence polarization, RMI core complex with F-MM2 peptide; hits give low values; FP signal (polarization) at 33 µM; 70,000 compounds, 0.58% hits; AID 1159607; in the data active = FP signal below about 40; note: inactives centre near 61; strong numbers were not always called active; unit not given here
# Active calls of the source: *; & = joins results of further samples. A portion of the library; the hit share may differ from the screen's.
# A first look, 4 compounds:
RMI FANCM FP | structure
60 | COC(=O)C(Br)C12CC3CC(C1)CC(C(Br)C(=O)OC)(C3)C2 (stereo unspecified)
56 | O=C1c2ccccc2S(=O)(=O)N1CCS(=O)(=O)c1ccc(Cl)cc1Cl
62 | CC(=O)c1c(C)nn(CC(=O)Nc2ccc(Cl)c(Cl)c2)c1C
63 | CCN1C(=S)NC2CC1(C)Oc1ccc(Br)cc12 (stereo unspecified)

# The list itself, repeating the preview:
RMI FANCM FP | structure
60 | COC(=O)C(Br)C12CC3CC(C1)CC(C(Br)C(=O)OC)(C3)C2 (stereo unspecified)
56 | O=C1c2ccccc2S(=O)(=O)N1CCS(=O)(=O)c1ccc(Cl)cc1Cl
62 | CC(=O)c1c(C)nn(CC(=O)Nc2ccc(Cl)c(Cl)c2)c1C
63 | CCN1C(=S)NC2CC1(C)Oc1ccc(Br)cc12 (stereo unspecified)
61 | CCOC(=O)c1ccc(N2CCCCC2)c(NC(=O)C(Cl)(Cl)Cl)c1
53 | COc1cc2ncnc(Nc3ccc(O)cc3)c2cc1OC
59 | FC(F)(F)c1ccnc(-n2ccc(-c3cccs3)n2)n1
65 | N/C(=N/OC(=O)c1ccc(Cl)c(Cl)c1)c1cccc(CS(=O)(=O)c2ccccn2)c1
65 | O=C(NCc1cccnc1)C(=O)Nc1ccc(Cl)c(N2CCCS2(=O)=O)c1
118 | O=c1c2cc(Cl)ccc2nc2sc(Nc3ccc(F)c(F)c3)nn12
48 | CC12CCC(C(=O)NC1=O)C2(C)C (stereo unspecified)
66 | O=C(CN1CCN(CCCc2c[nH]c3ccc(F)cc23)CC1)N(c1ccccc1)C1CCCCC1
81 | O=C(CSc1ncc(-c2ccc(F)cc2)o1)Nc1ccccc1C(F)(F)F
59 | Cc1ccc(-c2ccc(=O)n(CCCC(=O)Nc3cc(C)no3)n2)cc1
69 | Brc1cccc(-n2cnnn2)c1
67 | O=C(NCCCn1nc(-c2ccccc2)ccc1=O)Nc1ccc(OC(F)(F)F)cc1
57 | COc1ccc(S(=O)(=O)CC(=O)O)cc1
47 | COc1cc(C(=O)Nc2ccccc2C(=O)NCCc2ccccn2)cc(OC)c1OC
59 | Cc1ccccc1C(=O)Nc1nc(-c2cc(Cl)ccc2Cl)cs1
70 | CC1CC(C)CN(S(=O)(=O)c2ccc(C(=O)Nc3nnc(C4=COCCO4)o3)cc2)C1 (stereo unspecified)
69 | Cc1cc(-n2c(C)nc3ccccc3c2=O)ccc1NC(=O)Nc1cccs1
63 | COc1ccc(Br)cc1S(=O)(=O)Nc1ncccn1
61 | Cc1nnc2sc(SCC(=O)N3CCCc4ccccc43)nn2c1=O
129 | O=C(Cn1nc(C2CC2)c2cnn(-c3cccc(Cl)c3)c2c1=O)NC1CCCCC1
66 | CC(c1ccccc1)n1c(C2CC(=O)N(C(C)(C)C)C2)nc2ccccc21 (stereo unspecified)
71 | Cc1ccc(S(=O)(=O)CCCC(=O)Nc2nnc(Cc3cccs3)o2)cc1
66 | O=C(Cc1csc(Nc2ccccc2)n1)NCc1ccc2c(c1)OCO2
82 | Cc1cc(NC(=O)CCCCl)n(-c2ncnc3c2cnn3-c2ccc(F)cc2)n1
54 | CN(C)CCN(C(=O)c1cccs1)c1nc2c(S(C)(=O)=O)cccc2s1
59 | COc1ccc(OC)c2c1sc(=NC(=O)c1ccccc1Br)n2C
65 | Cc1cc(NC(=O)c2ccc(Br)o2)n(-c2nc3c(cnn3-c3ccc(F)cc3)c(=O)[nH]2)n1
69 | Cc1ccc(CC(=O)N2CCNC(=O)C2C)c(C)c1 (stereo unspecified)
56 | COC(=O)c1sc(SC)c(C#N)c1-c1cccs1
57 | c1ccc(SCc2cccc(CSc3ccccn3)n2)nc1
56 | O=C(Nc1ccc(O)c(-c2nc3ccccc3s2)c1)C1=COCCO1
146 | O=C(Cn1cnc2c([nH]c3ccccc32)c1=O)NCC1CCN(Cc2ccccc2F)CC1
68 | Cn1nc(-c2cccc(NC(=O)Nc3ccc(Cl)cc3Cl)c2)ccc1=O
57 | CSc1cccc(-c2nnc(NC(=O)c3ccc(Cl)cc3)o2)c1
63 | O=C(COc1ccccc1F)NCCOc1ccc2c(c1)OCO2
58 | CCc1ccc(S(=O)(=O)NCCc2csc(C)n2)cc1

# 5 entries from above, ordered by length of the SMILES, lowest first.
RMI FANCM FP | structure
63 | COc1ccc(Br)cc1S(=O)(=O)Nc1ncccn1
58 | CCc1ccc(S(=O)(=O)NCCc2csc(C)n2)cc1
63 | O=C(COc1ccccc1F)NCCOc1ccc2c(c1)OCO2
66 | CC(c1ccccc1)n1c(C2CC(=O)N(C(C)(C)C)C2)nc2ccccc21 (stereo unspecified)
129 | O=C(Cn1nc(C2CC2)c2cnn(-c3cccc(Cl)c3)c2c1=O)NC1CCCCC1

# Individual results from above.
# CSc1cccc(-c2nnc(NC(=O)c3ccc(Cl)cc3)o2)c1 in RMI FANCM FP is listed with 57
# Cn1nc(-c2cccc(NC(=O)Nc3ccc(Cl)cc3Cl)c2)ccc1=O in RMI FANCM FP is listed with 68
# Cc1cc(NC(=O)c2ccc(Br)o2)n(-c2nc3c(cnn3-c3ccc(F)cc3)c(=O)[nH]2)n1 in RMI FANCM FP is listed with 65

# Additional records
RMI FANCM FP | structure
61 | COCCN1C(=O)N(c2ccc(F)cc2)C(=O)C1CC(=O)NCc1ccccc1 (stereo unspecified)
48&52 | COc1ccc(-c2ocnc2C(=O)NCc2nn(-c3ccccc3)nc2C)cc1
49 | COC(=O)c1cnn(C(=O)Nc2c(C)cccc2C)c1C(OC)OC
57 | O=C(Nc1ccccc1N1CCOCC1)c1ccnc(N2CCC(O)(c3ccc(Cl)cc3)CC2)c1
67 | Cc1ccc(-c2csc3nc(SCC(=O)N4CCCC4)n(-c4ccccc4)c(=O)c23)o1
57 | C=CCOC(=O)C1=C(C)Nc2[nH]c(=O)[nH]c(=O)c2C1c1ccc(N(C)C)cc1 (stereo unspecified)
68 | CCN1C(=O)C(C)(C)COc2ccc(NC(=O)c3ccc(C)cc3)cc21
59 | Cc1ccccc1C(=O)NCCn1cc(SCC(=O)Nc2cc(C(F)(F)F)ccc2Cl)c2ccccc21
53 | COC(=O)/C=c1\sc2nc3ccccc3n2c1=O
66 | O=C(C(=O)N1CCN(C(c2ccccc2)c2ccccc2)CC1)c1c[nH]c2ccccc12
71 | COc1ccc(NC(=S)NCCc2cc3ccc(C)c(C)c3[nH]c2=O)cc1OC
51 | NC(=O)C1Cc2ccccc2N1C(=O)CCCN1C(=O)c2ccccc2C1=O (stereo unspecified)
53 | COc1cccc2cc(C(=O)Nc3onc4c3CCCC4)oc12
61 | S=C(NCCn1c(-c2ccccc2)csc1=Nc1ccccc1)NC1CCCCC1
55 | Cc1c(C)c(C)c(C(C)O)c(C)c1C (stereo unspecified)
89 | CC1CCc2c(sc3nc(CCC(=O)NCCc4ccc(S(N)(=O)=O)cc4)[nH]c(=O)c23)C1 (stereo unspecified)
65 | COc1ccc2c(c1)s/c(=N/NC(=S)NC(=O)CN1C(=O)CCC1=O)n2C
62 | O=S(=O)(c1ccc(Cl)s1)N1CCC(c2nnc(-c3ccco3)o2)CC1
57 | COc1ccc(C2CC(=O)N(CC(=O)NC3CCCCC3)c3ccccc3S2(=O)=O)cc1OC (stereo unspecified)
71 | Cc1cc(C)c(NC(=O)CC2CCCCN2S(=O)(=O)c2ccc(F)cc2)c(C)c1 (stereo unspecified)
66 | O=C(Cn1cnc2c(sc3ncccc32)c1=O)NCc1ccc2c(c1)OCO2
69 | CC(=O)c1cc(C(=O)OCC(=O)Nc2ccc3c(c2)OCCO3)c2ccccn12
55 | Cc1nc2ccc(F)cc2c2c1COC2
71 | O=C(NCCn1nc(-c2ccccc2)ccc1=O)Nc1ccc(F)cc1F
73 | COc1ccc(S(=O)(=O)Nc2ccc3c(c2)N(C(=O)c2ccco2)CC3)cc1Cl
62 | Cc1ccc(S(=O)(=O)N2CCN(C(=O)C(C)Cn3nc(C)c(C)c3C)CC2)cc1C (stereo unspecified)
69 | O=C(Nc1ccccc1)N1CCN(c2ccc3nncn3n2)CC1
57 | CSc1ccc2nc(NCc3ccccc3)sc2c1
74 | O=C(COc1ccc(Cl)cc1Cl)Nc1ccc(-c2ccc(N3CCOCC3)nn2)cc1
52 | CSc1nc(-c2ccc(Cl)cc2)[nH]c(=O)n1
67 | NCc1ccsc1
53 | Cc1nc(Sc2c[nH]c3ccccc23)c2c3c(sc2n1)CCCC3
52 | CC(=O)Nc1ccc(NC(=O)NC2CC(=O)N(c3ccc4c(c3)OCCO4)C2)cc1 (stereo unspecified)
62 | COc1ccc(-c2cc(OCC(=O)Nc3ccc(OC)c(OC)c3)c3ccccc3n2)cc1
54 | O=C(Cc1ccc(F)cc1)Nc1cc2c3c(c1)CCC(=O)N3CCC2
55 | COc1ccc(OCC(O)CNC(=O)c2ccc(N(C)C)cc2)cc1 (stereo unspecified)
73 | CCOc1ccc(S(=O)(=O)Nc2cc(-c3cn4nc(OC)ccc4n3)ccc2C)cc1
54 | Cc1cc(NC(=O)c2cc(Cl)ccc2Cl)ccc1N1CCCC1=O
62 | CCOc1ccccc1NC(=O)Cn1nc(-c2cccs2)c2sc(N3CCOCC3)nc2c1=O
63 | Cc1ccc(-c2nnc(CN3CCN(c4ccccc4)CC3)o2)cc1
55 | S=C(NCc1ccccc1)NNc1nc(N2CCOCC2)nc(N2CCOCC2)n1
59 | Cn1nc(C(=O)NCc2ccccc2Cl)ccc1=O
67 | CCCC(=O)Nc1c(-c2ccc(OC)c(OC)c2)c(=O)c2ccccc2n1C
83 | N#Cc1ccc(C(=O)Nc2cccc(-c3nc4ccccc4s3)c2)cc1
65 | O=C(CS(=O)(=O)c1cccs1)N1CCN(c2ccc(F)cc2)CC1
131 | CC(=O)Nc1ccc(C2=N/C(=C/c3ccc(N(C)C)cc3)C(=O)O2)cc1
68 | Cc1cc(S(=O)(=O)Nc2ccc3c(c2)OCC(C)(C)C(=O)N3)ccc1F
104 | O=C(NCc1ccccc1)Nc1cccc(-c2nc3cccnc3s2)c1
61 | Cn1c(SCC(=O)NCc2ccc3c(c2)OCO3)nnc1-c1c[nH]c2ccccc12
53 | CC(=O)OC[C@@H](OC(C)=O)[C@@H](OC(C)=O)[C@H](OC(C)=O)C(=O)O
58 | CC1SC(C)C(=O)N(CC(=O)Nc2ccc3c(c2)OCCO3)C1=O (stereo unspecified)
56 | Cc1nc2ccc(NC(=O)Nc3cccc(Cl)c3)cc2s1
60 | O=C1CCc2cc(C(=O)CSc3ccc(Cl)cc3Cl)ccc2N1
89 | COc1ccc(CC(=O)Nc2cc(C)nn2-c2nc(-c3cccs3)cs2)cc1OC
51 | Cc1c(C#N)sc(C#N)c1O
64 | COC(=O)C(C)Sc1ccc(NC(=O)c2cccc(F)c2)nn1 (stereo unspecified)
68 | O=C1Cc2cccc3c2N1CCC3
109 | CCOC(=O)c1ccc(-c2ccc(/C=C/C(=O)c3ccc(NC(=O)c4ccco4)cc3)o2)cc1
54 | COc1ccc(OC(=O)c2cc(-c3ccccc3)c(C(F)(F)F)s2)cc1
100 | COc1ccc(NC(=O)c2ccc(S(=O)(=O)c3ccc(C)c(C)c3)nc2)cc1

# An excerpt from above in order of the RMI FANCM FP value, rising:
RMI FANCM FP | structure
63 | O=C(COc1ccccc1F)NCCOc1ccc2c(c1)OCO2
69 | CC(=O)c1cc(C(=O)OCC(=O)Nc2ccc3c(c2)OCCO3)c2ccccn12
89 | CC1CCc2c(sc3nc(CCC(=O)NCCc4ccc(S(N)(=O)=O)cc4)[nH]c(=O)c23)C1 (stereo unspecified)

# Further results:
RMI FANCM FP | structure
55 | Cc1c(-c2ccccc2)nc2ccccc2c1C(=O)O
58 | Cc1cc2ncn(CC/C(N)=N\O)c2cc1C
53 | O=C1Nc2ccc(I)cc2C1=O
56 | COc1cccc(I(OC(C)=O)OC(C)=O)c1
61 | O=C(c1ccccc1Cl)N1CCN(Cc2nc3ccccc3[nH]2)CC1
98 | COc1ccc2nc(-c3ccc(F)c(NC(=O)c4ccccc4C)c3)cn2n1
79 | CC(=O)c1cccc(NS(=O)(=O)N(C)C)c1
62 | Cc1nnc(SCC(=O)N2c3ccccc3Sc3ccccc32)n1N
92 | N#C/C(=C/Nc1ccc2c(c1)OCO2)S(=O)(=O)c1ccc(Cl)cc1
84 | C=CCn1c(SCCC(=O)Nc2ccc(F)cc2)nc2sc(C)c(C)c2c1=O
41 | O=C(/C=C/c1cccc2ccccc12)Nc1ccc(S(=O)(=O)N2CCCCCC2)cc1
67 | O=C(/C=C\c1ccccc1)NCCn1ncc2c(=O)n(Cc3cccc(F)c3)cnc21
66 | CC(=O)c1ccc(NC(=O)c2ccc(S(=O)(=O)N(Cc3ccccc3)C(C)C)cc2)cc1
58 | COc1cc(C)c(Cl)cc1S(=O)(=O)NCc1ccco1
59 | CC1(C)C(=O)C=C[C@@]2(C)C1C=C[C@]1(C)C2CC[C@@]2(C)[C@H](c3ccoc3)OC(=O)C3OC321 (stereo partly specified)
60 | Cc1cc(C)cc(-n2nc3c(c2NC(=O)c2c(F)cccc2F)CSC3)c1
53 | c1ccc(CSC23CC4CC(CC(C4)C2)C3)cc1
84 | CCOC(=O)Cc1csc(NC(=O)CSc2nc(N)c3c4c(sc3n2)CCCC4)n1
150 | COc1ccc(NC(=O)Cn2cnc3c(sc4ccccc43)c2=O)cc1
71 | CCOC(=O)c1cnn(CCO)c1N
61 | CCOC(=O)Nc1nc(CC(=O)N2CCN(c3ccc(C(C)=O)cc3)CC2)cs1
73 | O=C(Nc1nc2c(F)cc(F)cc2s1)c1ccc(N2C(=O)CCC2=O)cc1
79 | COCCn1c(=NC(=O)CCS(=O)(=O)c2ccccc2)sc2cc(F)ccc21
43 | Cc1ccc(S(=O)(=O)Oc2ccccc2/C=N/NC(=S)Nc2cc(Cl)ccc2Cl)cc1
59 | CCOc1ccc2c(c1)OCC(c1ccc(OC)c(OCC)c1OC)C2 (stereo unspecified)
66 | CC(C)S(=O)(=O)c1cccc(-c2nnc(NC(=O)c3ccccc3S(C)(=O)=O)o2)c1
67 | CCOC(=O)c1c(NC(=O)CN2C(=O)c3ccccc3C2=O)sc(C)c1C
52 | O=C(NCc1nnc2c(Cl)cc(C(F)(F)F)cn12)c1ccccc1
84 | O=C(Cc1ccc(F)cc1)Nc1ccc(-c2nc3ccccc3s2)cc1
71 | O=C(CC1CCCCN1S(=O)(=O)c1ccccc1)NCCc1ccc(Cl)cc1 (stereo unspecified)
54 | CC(C)(C)c1ccc(C(=O)Nc2nnc(Sc3ccc([N+](=O)[O-])cc3C#N)s2)cc1
52 | CCCN(CCC)C(=O)N1c2ccccc2Sc2ccccc21
